# Assay outcomes deposited in PubChem by National Center for Advancing Translational Sciences (NCATS).
# NPSR antag: blocks cAMP signaling of the human neuropeptide S receptor. 1% of 220,000 active. Q6W5P4. Potency, µM (titrated, usually from 38.3 µM), inactives show at the highest dose activity change, negative = inhibition, usual class: inhibitors. CHO-NPSR cells, cAMP TR-FRET, antagonist mode; note: potency is the fitted concentration of half-maximal effect; % is set by controls: 0 for no effect and ±100 for the full control effect; nearly all actives have a fitted effect of over 50% in size; many of its hits are not listed in these tables
# Target sequence (Q6W5P4 whole entry, looked up): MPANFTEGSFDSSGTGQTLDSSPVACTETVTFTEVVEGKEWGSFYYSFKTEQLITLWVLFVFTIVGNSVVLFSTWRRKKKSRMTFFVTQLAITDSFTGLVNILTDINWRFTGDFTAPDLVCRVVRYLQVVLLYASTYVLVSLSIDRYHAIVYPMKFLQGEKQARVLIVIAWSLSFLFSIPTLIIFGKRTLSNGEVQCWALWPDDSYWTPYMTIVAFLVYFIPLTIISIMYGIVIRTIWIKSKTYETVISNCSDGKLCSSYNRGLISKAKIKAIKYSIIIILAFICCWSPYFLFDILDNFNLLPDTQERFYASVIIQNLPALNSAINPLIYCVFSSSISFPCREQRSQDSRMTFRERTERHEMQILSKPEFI
# CBFb-RUNX1 inh: CBF-beta/RUNX1 interaction disruption | AlphaScreen CBFb-His/RUNX1-biotin binding, biochemical | 230,000 tested, under 10 active | AID 1477 | Q01196+Q13951 | Potency, µM (series often up to 59.8 µM), for inactives: top-dose activity, negative = inhibition, hits mostly inhibitors; note: % of control where 0% means no effect
#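 AlphaScreen binding: CBFb-His and RUNX1-biotin (30 nM each) preincubated 20 min, compound added for 15 min, then nickel and streptavidin beads for 90 min, all at room temperature. Disruption of the interaction by any mechanism counts as activity.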
# TRb-SRC2 inh: TRbeta-SRC2 interaction inhibition; AID 1469; TRbeta-SRC2 peptide binding, fluorescence polarization; receptor liganded with 1 µM T3; P10828; 0.065% of 280,000 active; Potency, µM (doses to about 106 µM), inactives show top-dose activity change, negative = inhibition, usual class: inhibitors;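 note: potency is the fitted concentration of half-maximal effect; plate controls were bound peptide for no effect and peptide without receptor for full effect; nearly all actives have a fitted effect of over 50% in size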
# Target sequence (P10828 whole entry, looked up): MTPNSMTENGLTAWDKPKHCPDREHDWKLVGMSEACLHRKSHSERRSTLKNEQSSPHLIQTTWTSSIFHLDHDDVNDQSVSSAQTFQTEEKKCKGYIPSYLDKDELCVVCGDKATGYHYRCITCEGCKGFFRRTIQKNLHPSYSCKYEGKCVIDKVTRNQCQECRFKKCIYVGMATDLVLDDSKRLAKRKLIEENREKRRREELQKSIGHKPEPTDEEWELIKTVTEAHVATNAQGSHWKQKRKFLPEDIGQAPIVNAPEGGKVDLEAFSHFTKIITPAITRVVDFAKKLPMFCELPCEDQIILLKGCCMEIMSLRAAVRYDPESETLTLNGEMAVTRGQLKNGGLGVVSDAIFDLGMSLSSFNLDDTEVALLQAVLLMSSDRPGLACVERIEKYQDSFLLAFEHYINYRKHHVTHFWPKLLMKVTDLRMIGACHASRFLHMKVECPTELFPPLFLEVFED
#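 Fluorescence polarization of 20 nM Texas Red SRC2 peptide with 0.6 uM human TRb ligand-binding domain, in Tris buffer with 1uM T3 and 5% DMSO. Incubated 5 hr ambient; normalized to unbound and bound controls.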
# Tau fibril FP: tau fibrillization inhibition (FP). P10636. K18 P301L tau heparin fibrillization, Alexa594 FP, 6 h. Potency, µM (doses to about 57.7 µM), for inactives: at the top dose activity, negative = inhibition, most hits filed as inhibitors. 0.39% of 280,000 active; note: potency is the fitted concentration of half-maximal effect; % is set by controls: 0 for no effect and ±100 for the full control effect; nearly all actives have a fitted effect of over 55% in size
# Target sequence (P10636 561-689 P618L limits assumed): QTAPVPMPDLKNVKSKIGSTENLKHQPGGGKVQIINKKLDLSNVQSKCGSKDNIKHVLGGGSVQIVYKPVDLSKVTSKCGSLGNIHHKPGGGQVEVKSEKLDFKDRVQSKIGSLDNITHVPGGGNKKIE
#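 K18 P301L tau (15 uM unlabeled/0.24 uM Alexa 594-labeled, final) + compound + heparin 20 uM final; 100 mM NaOAc pH 7; 6 hr 37 C; ThT 30 uM final added, 1 hr RT; FP ex 555/em 632 nm.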
# TexasRed fluor: alters Texas Red total fluorescence, flagging assay interference | TRb/SRC2 Texas Red total fluorescence interference | Potency, µM (titrated, usually from 106 µM), without a hit: top-dose fluorescence change, negative = quenching | 0.29% of 280,000 active | AID 1479; active = well fitted curve in either direction with a large enough effect; inconclusive = small, poorly fitted or top-dose-only effect; note: potency is the fitted concentration of half-maximal effect; % is set by controls: 0 for no effect and ±100 for the full control effect
#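 Flags fluorescent or light-absorbing compounds by total fluorescence, S + 2P, at 555 nm excitation and 632 nm emission. Mixture: 20 nM Texas Red SRC2 peptide, 0.6 uM human TRb LBD, 1 uM T3, 5% DMSO; compound exposure 5 h at ambient temperature.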
# Epigenetic reg: derepresses silenced GFP reporter in murine cells | murine LDR cells, GFP reporter derepression, 30 h | Potency, µM (highest dose often 53.9 µM), for the others: at the top dose GFP activation, most hits filed as activators | 0.2% of 280,000 active; note: potency is the fitted concentration of half-maximal effect; % of control where 0% means no effect; nearly all actives have a fitted effect of over 60% in size
#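 Reporter derepression read as number of fluorescent GFP-positive objects, 20-120 um in size, counted by laser-scanning cytometer. Mouse LDR line with an epigenetically silenced CMV-GFP locus; compound incubation 30 h, 37 C.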
# Tau fluor counter: counter-screen for tau fibril formation inhibitors; Potency, µM (doses to about 57.7 µM), for the others: top-dose activity change, negative = decrease; AID 1463; tau K18 P301L Alexa594 fluorescence, heparin fibrillization; 0.93% of 280,000 active; note: potency is the fitted concentration of half-maximal effect; % is set by controls: 0 for no effect and ±100 for the full control effect; nearly all actives have a fitted effect of over 55% in size
#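 Human tau K18 P301L (15 uM unlabeled, 0.24 uM Alexa 594-labeled) in 100 mM sodium acetate pH 7 with 20 uM heparin, 6 hr at 37 C. ThT 30 uM added, 1 hr ambient; Alexa 594 FP and total fluorescence read at 555/632 nm.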
# aGal spleen mod: alpha-galactosidase A (human) modulation | P06280 | human spleen homogenate, 4MU-alpha-Gal fluorescence, 40 min | Potency, µM (titrated, usually from 80 µM), for inactives: at the top dose activity change, negative = inhibition, hits mostly inhibitors | 0.008% of 240,000 active;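 note: potency is the fitted concentration of half-maximal effect; 0% = enzyme with vehicle and -100% = no enzyme basal signal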
#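 qHTS titration in buffer at pH 5.0. Alpha-galactosidase activity in spleen homogenate was measured via 4-methylumbelliferone release from 1 mM fluorogenic substrate after 40 min at 37C and a pH 10 stop. AC50 came from Hill fits of control-normalized data.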
# * hit, by the source's call; ? = inconclusive; . = no result given; [ ] = another dose, or the depositor's remark. Unless noted, calls come from the whole dose curve; as a rule, active = well fitted curve in the direction sought with a large enough effect; inconclusive = small, poorly fitted or top-dose-only effect, or another doubt; inactive = no such curve, though single readings can be large; an effect the other way counts as inactive or inconclusive. A portion of the library, so the mix of outcomes need not match the whole.
# The line under a structure holds: NPSR antag	CBFb-RUNX1 inh	TRb-SRC2 inh	Tau fibril FP	TexasRed fluor	Epigenetic reg	Tau fluor counter	aGal spleen mod
COc1ccccc1OCCn1cc(/C=C(\C#N)C(=O)NCc2ccco2)c2ccccc21
 : -13%	-15%	3%	-9%	-4%	?	-19%	6%
CCn1c(COc2ccccc2C)nnc1SCC(=O)N1CCCCC1
 : 0%[46.1 µM]	4%	3%	-1%	-3%	-1.1%	1%	-3%
N#C/C(C(=O)NCc1ccco1)=C1/SC(Cc2ccc(Cl)cc2)C(=O)N1c1ccccc1 (stereo not given)
 : -29%[46.1 µM]	9%	-8%	0%	-11%	2.3%	4%	0%
CCn1ncc(C2=NOC(C(=O)Nc3ccc(C)cc3)C2)c1C (stereo not given)
 : -1%[46.1 µM]	3%	2%	-1%	-6%	3.1%	-12%	-3%
Cc1nnc(Nc2ccccc2)n(N)c1=O
 : 0%[46.1 µM]	-4%	5%	-3%	-1%	0.0%	-10%	0%
CCOc1ccc(C2C3=C(CCCC3=O)Nc3ccc4ncccc4c32)cc1 (stereo not given)
 : -4%	4%	-12%	13%	-3%	-1.9%	?	8%
CCc1ccc(NC(=O)CSc2nnc(Cc3cccn3C)n2-c2ccc(F)cc2)cc1
 : -13%[46.1 µM]	-6%	12%	-6%	1%	3.8%	-15%	2%
O=C(O)c1cnccn1
 : -1%	-8%	0%	-8%	0%	-0.6%	-16%	7%
Cc1ccc(F)cc1NC(=O)Cn1c(=O)nc(-c2ccccc2F)c2cc(Cl)ccc21
 : .	.	-8%	-4%	0%	13%	-16%	.
C=CCNC(=O)/C(C#N)=C/c1ccc(OS(=O)(=O)c2ccc(C)cc2)c(OC)c1
 : -22%	6%	-6%	?	-7%	?	-5%	0%
COc1ccc(N(C(=O)c2ccco2)S(=O)(=O)c2cccc([N+](=O)[O-])c2)cc1
 : -27%[46.1 µM]	-2%	5%	5%	-1%	0.2%	-29%	3%
CCN(CC)S(=O)(=O)c1ccc(NC(=O)c2nn(C)c3c2CSc2ccccc2-3)cc1
 : .	.	-6%	1%	-2%	-0.6%	-8%	.
CSC1=NCCN1C(=O)c1cccc(Br)c1
 : 3%[46.1 µM]	2%	-4%	-2%	-3%	0.0%	-5%	-7%
CN(C1CCCCC1)S(=O)(=O)c1ccc(C(=O)Nc2sc3c(c2C(N)=O)CC(C)(C)NC3(C)C)cc1
 : .	.	2%	-14%	-2%	18%	?	.
Cc1cc(=O)[nH]c(N/N=C/c2cccs2)n1
 : -1%	-2%	0%	6%	-10%	1.0%	9%	3%
COc1ccc(-c2nc(CCNC(=O)c3c(F)cccc3Cl)cs2)cc1
 : .	.	5%	0%	2%	0.0%	-18%	.
COc1cccc(NC(=S)N(CCCN2CCCC2)Cc2ccco2)c1
 : 5%	7%	-1%	12%	1%	0.2%	-4%	-2%
NC(=O)NNC(=S)Nc1cccc2ccccc12
 : -7%	11%	4%	-2%	-4%	-2.9%	4%	-2%
O=C(O)c1cn[nH]c1-n1cnnn1
 : 3%[46.1 µM]	0%	-1%	-2%	0%	0.0%	4%	7%
CCOC(=O)C1CCCN(C(=O)c2cn(C)c(=O)c3cc(OC)c(OC)cc23)C1 (stereo not given)
 : 6%	4%	-4%	4%	1%	-1.0%	-1%	4%
O=C(Cn1nc(-c2ccccc2)ccc1=O)NCCCN1CCOCC1
 : 13%	4%	7%	5%	2%	0.0%	7%	13%
Clc1ccc(SCc2nc3ccccc3[nH]2)cc1
 : -9%[46.1 µM]	-1%	-4%	-3%	-1%	-4.6%	1%	3%
Cn1cc([N+](=O)[O-])c(C(=O)N(Cc2ccccc2)Cc2ccccc2)n1
 : 5%	-3%	2%	-1%	-1%	4.8%	-6%	-2%
CC(C)(C)c1ccc(-c2noc(-c3ccno3)n2)cc1
 : 11%	7%	-1%	-10%	1%	-1.3%	-20%	2%
Cc1ccc(/C=C/C(=O)N2CCN(c3ncccn3)CC2)o1
 : -28%	-11%	2%	?	1%	17%	-3%	-7%
CCOc1ccc(CN(CCc2ccc3c(c2)OCO3)Cc2cc(OC)cc(OC)c2)cc1
 : .	.	0%	-14%	0%	-1.0%	-16%	.
O=C(CSc1nnnn1Cc1ccccc1)N1CCN(c2ccccc2)CC1
 : -8%[46.1 µM]	0%	-22%	7%	0%	0.9%	-2%	5%
CCOCCOC(=O)C1=C(C)N(C)C(=O)NC1c1cc(Cl)c(O)c(OCC)c1 (stereo not given)
 : -9%[46.1 µM]	-4%	0%	12%	1%	0.0%	-8%	7%
CNc1nccc(-c2ccc(Cl)cc2)c1C#N
 : 0%	16%	3%	2%	-1%	1.2%	-7%	7%
Cc1ccn2c(NC(=O)c3cccs3)c(-c3ccccc3)nc2c1
 : -3%[46.1 µM]	5%	4%	-8%	-3%	1.0%	-5%	1%
N=C1/C(=C\c2ccc(-c3cc(Cl)cc(Cl)c3)o2)C(=O)N=C2SC=C(c3ccccc3)N12
 : 20%	0%	-7%	5%	0%	?	-25%	0%
CCN(CC)C(=O)CN1C(=O)NC2(CCc3ccccc3C2)C1=O (stereo not given)
 : 11%	3%	-1%	-12%	-2%	-1.5%	-6%	0%
CCOC(=O)c1cc2c(=O)n3ccccc3nc2n(Cc2ccccc2)c1=N
 : 11%[46.1 µM]	14%	-3%	-1%	-5%	0.9%	2%	14%
CCOC(=O)N1CCc2c(sc3c2c(=O)n(-c2ccc(Cl)cc2)c(=O)n3CC(C)C)C1
 : .	.	-2%	-2%	0%	4.2%	-2%	.
CS(=O)(=O)N(CC(=O)N1CCCC1)c1ccc(OCc2ccccc2)cc1
 : -5%[46.1 µM]	7%	2%	2%	-5%	0.0%	-2%	-3%
COc1cc(C(O)P(=O)(OC(C)C)c2ccc(N(C)C)cc2)cc(OC)c1OC (stereo not given)
 : -5%[46.1 µM]	9%	-2%	11%	1%	4.5%	9%	10%
CCOC(=O)C1CCCN(C(=O)c2ccc([N+](=O)[O-])c(C)c2)C1 (stereo not given)
 : 16%	0%	2%[53 µM]	0%	-3%[53 µM]	-1.3%	9%	0%
Cn1c(Cc2ccccc2)nnc1SCc1ccc(C(=O)O)cc1
 : -4%	4%	5%	3%	-2%	-7.3%	3%	-2%
CCc1cc2c(cc3c(=O)n(CC(=O)NC4CCCCC4)ncn32)s1
 : .	.	5%	-2%	3%	0.0%	-1%	.
CCC1CCCCN1C(=O)c1ccccc1OC1CCN(S(C)(=O)=O)CC1 (stereo not given)
 : -3%	4%	-4%	4%	0%	-8.7%	-5%	-3%
COC(=O)CC1COc2ccccc2N1C(=O)c1cccc(C(F)(F)F)c1 (stereo not given)
 : -10%	6%	2%	1%	0%	-1.4%	0%	-9%
CCc1ccc(N2CC(O)=C(c3nc4ccccc4c(=O)[nH]3)C2=N)cc1
 : -28%	-1%	-1%	?	-2%	-1.1%	5%	3%
COc1cc(C(=O)Oc2cc(C)[nH]c(=O)c2[N+](=O)[O-])cc(OC)c1OC
 : 9%	2%[2.36 µM]	9%	6%	-3%	-3.0%	-12%	-4%
CC(=O)CSc1ncnc2c1cnn2-c1ccccc1
 : 13%	8%	8%	-4%	-2%	1.1%	-2%	4%
COc1cccc(CNC(=O)C(=O)NCC(c2ccco2)N2CCOCC2)c1 (stereo not given)
 : -1%[46.1 µM]	1%	1%	-3%	?	0.0%	0%	-7%
CCOc1ncccc1C(=O)N1CCN(C(=O)c2ccccc2)CC1
 : 5%	?	-5%	3%	2%	-1.4%	-4%	-5%
C#CCOCCOCCOCCNc1nc(N2CCN(C(=O)[C@H]([C@@H](C)O)n3cc(CCCCN)nn3)CC2)nc(N2CCN(C(=O)[C@H](C)n3cc(CCCN=C(N)N)nn3)CC2)n1
 : 16%	2%[2.36 µM]	2%	4%	-2%	2.8%	-4%	26%
CCn1cc(C(=O)NCc2ccccc2Cl)c(=O)c2cc(S(=O)(=O)N3CCc4ccccc4C3)ccc21
 : .	.	-4%	-13%	1%	-0.5%	-20%	.
O=C(CSc1nnc(-c2ccncc2)n1-c1ccccc1)Nc1ccc(F)cc1
 : .	.	-9%	1%	-2%	0.0%	7%	.
COc1ccc(C(=O)NNC(=O)CNC(=O)C2CCCCC2)cc1
 : -11%	6%	-5%	3%	-5%	-0.8%	-2%	1%
COc1ccc(S(=O)(=O)NCCSCc2ccco2)cc1OC
 : 0%[46.1 µM]	-10%	-1%	-2%	-2%	0.7%	-12%	3%
CCOc1ccc(CNC(=O)c2sc3nc(C)cc(C)c3c2-n2cccc2)cc1
 : .	.	5%	-5%	-1%	-2.1%	7%	.
Cc1onc(-c2cccc(Cl)c2Cl)c1C(=O)O/N=C(\N)c1ccc([N+](=O)[O-])o1
 : ?	-26%	-4%	?	-3%	-0.3%	?	-7%
O=S(=O)([N-]c1nc2ccccc2nc1-[n+]1ccccc1)c1ccc(F)cc1
 : 8%	3%	3%	0%	-2%	2.6%	-2%	4%
COC(c1ccccc1)c1nnc(CCC(=O)N2CCN(CCOc3ccccc3)CC2)o1 (stereo not given)
 : 11%	5%	7%	-2%	-1%	-0.2%	4%	7%
COC(=O)c1ccc(-n2nnnc2SC)cc1
 : -2%[46.1 µM]	0%	-13%	-9%	-1%	-0.9%	-13%	-5%
